CCHF vOTU inh = CCHFV vOTU protease inhibition | inhibition, % at 11.5 µM | Pep-AMC fluorescence | 370,000 compounds, 0.55% hits; in the data active means inhibition above about 30%; further: 0% = vehicle wells with enzyme and 100% = no enzyme wells
Y pestis TopoI = inhibitors of Yersinia pestis topoisomerase I; Y. pestis Topo-I cleavage product accumulation, plate reader; activity, % at 10 µM; 360,000 compounds, 0.064% hits; AID 504884; in the data active means activity above about 50%, passing the limit was not always enough; inconclusive means no clear call, values can overlap the other calls; further: inactives centre near 2
FadD28 binding = inhibitors of Mycobacterium tuberculosis FadD28 bisubstrate binding; 360,000 compounds, 0.22% hits; inhibition, % at 12.5 µM; AID 588549; FadD28 bisubstrate probe binding, fluorescence polarization; in the data active means inhibition above about 8.5%, passing the limit was not always enough; inconclusive means no clear call, values can overlap the other calls
PrPC surface inh = inhibitors of human cell surface prion protein PrPC | AID 720596 | inhibition, % at 13.8 µM | TR-FRET read-out | P04156 | 370,000 compounds, 0.43% hits; in the data active means inhibition above about 24%; further: 0% = median of the test wells and 100% = reference compound wells
PfHsp40 rescue = rescue of PfHsp40-mediated yeast toxicity; S. cerevisiae expressing PfHsp40, growth rescue, ATP luminescence; growth rescue, % at 12.5 µM; 340,000 compounds, 0.68% hits; AID 504582; in the data active means growth rescue above about 28%, passing the limit was not always enough; inconclusive means no clear call, values can overlap the other calls;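 further: yeast W303a lacking pdr1 and pdr3 grown in galactose medium; growth measured after three days at 30 °C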
TcdB inh = TcdB glycohydrolase inhibition. inhibition, % at 9.99 µM. P18177. AID 652162. TcdB glycohydrolase enzymatic assay, plate reader. 350,000 compounds, 0.24% hits; in the data active means inhibition above about 10%
BoNT-F LC inh = inhibitors of Botulinum neurotoxin F light chain protease; Multiplex microsphere protease cleavage assay, flow cytometry; inhibition, % at 10 µM; 360,000 compounds, 0.22% hits; AID 588497; in the data active means inhibition above about 35%, passing the limit was not always enough; inconclusive means no clear call, values can overlap the other calls; further: plate controls were buffer without enzyme for full effect and enzyme alone for no effect
BoNT A protease = inhibitors of Botulinum neurotoxin A light chain protease. AID 588499. 360,000 compounds, 0.17% hits. multiplex microsphere protease substrate cleavage, flow cytometry. inhibition, % at 10 µM; further: plate controls were buffer without enzyme for full effect and enzyme alone for no effect
Anthrax LF inh2 = blocks Bacillus anthracis lethal factor protease; multiplex microsphere protease cleavage assay, LF; inhibition, % at 10 µM; 360,000 compounds, 0.12% hits; further: plate controls were buffer without enzyme for full effect and enzyme alone for no effect
Target sequence (P15917 whole entry, looked up): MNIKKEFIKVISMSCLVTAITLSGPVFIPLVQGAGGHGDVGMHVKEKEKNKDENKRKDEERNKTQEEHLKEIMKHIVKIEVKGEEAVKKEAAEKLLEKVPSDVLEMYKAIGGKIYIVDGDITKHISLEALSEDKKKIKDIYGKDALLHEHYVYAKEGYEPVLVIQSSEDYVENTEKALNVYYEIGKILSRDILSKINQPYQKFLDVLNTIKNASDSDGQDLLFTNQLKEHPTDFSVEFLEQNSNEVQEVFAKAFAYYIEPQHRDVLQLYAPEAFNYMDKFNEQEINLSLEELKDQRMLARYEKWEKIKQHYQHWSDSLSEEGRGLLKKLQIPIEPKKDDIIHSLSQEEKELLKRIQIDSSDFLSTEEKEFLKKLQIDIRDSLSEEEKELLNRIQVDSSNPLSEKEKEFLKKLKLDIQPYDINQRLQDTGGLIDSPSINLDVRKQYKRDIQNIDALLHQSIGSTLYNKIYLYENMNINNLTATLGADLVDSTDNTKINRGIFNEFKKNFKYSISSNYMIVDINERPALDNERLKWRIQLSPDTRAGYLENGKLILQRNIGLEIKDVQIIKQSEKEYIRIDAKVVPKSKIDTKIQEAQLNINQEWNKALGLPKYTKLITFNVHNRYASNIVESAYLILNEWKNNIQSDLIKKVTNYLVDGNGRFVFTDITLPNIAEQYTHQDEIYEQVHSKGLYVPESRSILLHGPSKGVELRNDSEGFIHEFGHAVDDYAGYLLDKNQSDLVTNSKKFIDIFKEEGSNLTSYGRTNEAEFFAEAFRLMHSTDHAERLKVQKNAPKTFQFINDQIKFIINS
Starred values were filed as active, the others as inactive; ? = inconclusive; · = no result given; & = joins results of further samples. Unless noted, no stated cut-off is given here; in the data, active means inhibition above about 30%; inconclusive means no clear call, values can overlap the other calls; inactive means below that.

Values in the order: CCHF vOTU inh, Y pestis TopoI, FadD28 binding, PrPC surface inh, PfHsp40 rescue, TcdB inh, BoNT-F LC inh, BoNT A protease, Anthrax LF inh2
CCOC(=O)c1cc(-c2ccccc2)nn1CC1CC(c2ccc(Cl)cc2)=NO1 (stereo not drawn)
    4, ?, -0.9, -4, 5.2, ·, 0, -0.2, 3
C[C@@H]1CN([C@H](C)CO)C(=O)CCCn2nncc2CO[C@@H]1CN(C)C(=O)Cc1ccccc1
    -7, -5, -1.8, -4, ·, 0.8&-0.8&1.6, -7, -0.5, -1
CC(C)c1ccc(NC2CCCN(C(=O)CN3CCOC3=O)C2)cc1 (stereo not drawn)
    -9, 5, -3.4, 3, 0.0, 1.7, -6, 0.0, -4
O=C(O)c1ccccc1SCc1csc(-c2ccccc2)n1
    6, -4, -3.4, 76*, -1.8, -1.8, 8, -0.7, 1
COc1cc2[nH]c(=O)n(-c3ccc(C)cc3)c(=O)c2cc1OC
    18, 1, -2.3, 8, -1.0, 1.0, -3, 0.2, -4
CC(=O)c1cccc(NC(=O)C(OC(=O)c2cccc(S(=O)(=O)N(C)c3ccccc3)c2)c2ccccc2)c1 (stereo not drawn)
    8, 2, 0.0, 7, 1.3, 0.1, -8, -0.4, -4
Cc1nnc(SCCCCSc2nnc(C)c(=O)[nH]2)[nH]c1=O
    -6, 19, -1.2, -4, 8.8, -0.5, -6, -0.9, 4
CC(C)CCNC(=O)C(c1ccco1)N(C(=O)Cn1nnc2ccccc21)c1ccc2c(c1)OCO2 (stereo not drawn)
    3, -5, 2.3, 7, -0.6, 1.3, 2, 1.1, -3
CCN(CC)C(c1ccc(F)cc1)c1nnnn1CC1CCCO1 (stereo not drawn)
    18, 2, 0.3, -2, -1.3, ·, -4, 0.1, -6
Cc1ccc2c(c1)NC(=O)c1cccnc1N2
    -5, -2, -0.7, -1, -0.3, ·, 0, -0.9, -4
COc1ccc(NC(=O)N(Cc2cc3ccc(OC)cc3[nH]c2=O)CC2CCCO2)cc1 (stereo not drawn)
    1, 19, -2.2, 7, 1.4, 1.3, 8, 0.3, -15
CCOc1ccc(CCNC(=O)Cn2cccc2C(=O)c2ccccc2C)cc1OCC
    6, 16, -1.1, 5, 1.9, -0.4, -8, -0.5, -3
O=C(c1cccc(-n2cccc2)c1)N1CCN(S(=O)(=O)c2ccccc2Br)CC1
    -1, 31, -1.3, -3, -0.7, 2.1, 1, -1.3, 1
c1ccc(-c2cnc(-c3cccnc3)o2)cc1
    -5, 2, -2.7, -5, 1.6, ·, -9, -0.3, -1
COc1ccc(-c2cc(=O)c3ccccc3o2)cc1
    -288, 19, -4.6, 9, 0.4, -1.2, 0, 0.4, 0
Cc1ccnn1CC(=O)N/N=C/c1ccc2c(c1)OCO2
    8, 8, 1.5, -7, 1.7, ·, -3, -0.6, -3
CCOCCCNC(=S)N1CCN(c2nc(-c3ccccc3)cs2)CC1
    4, 39, 0.2, -4, -0.2, 0.6, ?, -0.2, -11
Cn1c(=O)c2cc(NC(=S)NCc3ccccc3F)ccc2n1Cc1ccccc1
    -10, 25, 0.3, 11, ·, 0.8, 6, 0.1, 0
CCCCCCC(C)OC(=O)Nc1cccc2ccccc12 (stereo not drawn)
    -3, 24, -3.5, -2, 2.4, 0.2, ?, -0.1, -1
O=C(Nc1ccccc1)c1ccccc1NC(=O)c1ccccc1C(=O)O
    1, -2, -1.6, 5, ·, 0.9, -6, -0.8, 4
Cc1cc(C)n2nc(SCC3COc4ccccc4O3)nc2n1 (stereo not drawn)
    7, -2, -1.4, 10, -0.6, ·, -5, 1.1, -7
CCC/C(=C1/c2ccccc2C(=O)N1c1ccccc1)c1cnc(OC)nc1
    -5, 28, -3.2, 0, -0.1, 0.7, -8, -0.6, -2
O=C(NCCc1ccccn1)C1CCN(S(=O)(=O)c2ccc(Cl)cc2)CC1
    -5, 2, -0.7, -2, 1.6, -0.7, 0, 0.6, -3
O=C(CCC(C(=O)O)N1C(=O)c2ccccc2C1=O)Nc1ccccc1 (stereo not drawn)
    13, -3, -2.5, 5, -1.1, 0.8, -3, -0.1, 0
CCCn1c(SCC(=O)NC2CC2)nnc1-c1cccs1
    -7, 12, -4.9, 3, -0.8, 0.6, 0, 1.7, -1
O=C(c1cc([N+](=O)[O-])ccc1Cl)N1CCN(Cc2ccccc2)CC1
    15, 1, -1.4, -18, 0.0, -0.4, 2, 4.4, -3
COc1ccc(OC)c(CN2C(=O)c3ccccc3C2c2nnnn2Cc2ccccc2)c1 (stereo not drawn)
    9, ·, ·, 1, ·, 1.8, -4, 0.0, 1
C[C@H](NS(=O)(=O)c1ccc2c(c1)OCCCO2)C(=O)N1CCN(c2ccc(F)cc2)CC1
    9, 15, -1.6, -6, 0.7, 1.2, -3, -0.1, -6
O=C(CCNC(=O)c1ccccc1)NNC(=O)COc1ccccc1Cl
    -17, -8, 2.2, 6, -0.7, -1.6, -4, -0.1, -8
C/C(N)=C(/C#N)C(=O)COC(=O)C1CCN(C(=O)c2ccc(Cl)cc2)CC1
    -18, -7, -3.0, 5, -0.8, 0.9, -2, -0.5, 0
CC(=O)/C(=C\N(C)C)Sc1ccc(Cl)cc1
    -9, -4, -0.9, 6, -0.4, 0.7, ?, -1.2, 5
O=C(NCCCc1ccccc1)c1cccc(NC(=O)C2CCCC2)c1
    -2, 8, -6.9, 10, 3.2, 0.3, -1, -0.2, -4
Cc1nc2scc(C)n2c(=O)c1S(=O)(=O)Nc1ccc(N2CCOCC2)cc1
    26, -5, -3.3, -3, -0.9, -57, -8, -0.7, -2
O=C(Nc1ccc(-c2nc3ccccc3[nH]2)cc1)C1CCCN(Cc2ccn[nH]2)C1 (stereo not drawn)
    -5, -5, -6.9, 7, ·, 0.6, -5, -0.3, -3
Cc1cccc(C)c1NC(=O)COC(=O)c1ccc2[nH]c3c(c2c1)CCCC3
    6, -1, -2.6, 2, -0.2, 2.3, -3, 0.3, 0
COc1cccc(C(=O)NC(=O)Nc2cc(C)[nH]n2)c1
    -2, 9, -0.2, -2, -1.3, 1.4, -8, -1.0, -13
Cc1cccc(CSC2=NCCN2C(=O)c2ccc(Br)o2)c1
    3, 7, -1.4, 3, -1.3, 0.3, -1, -1.3, -4
Cc1cc(C)n2nc(C(=O)OCC(=O)NNC(=O)c3ccc(Cl)cc3)nc2n1
    -5, 6, 0.6, 5, -0.7, 0.8, 13, 9.9, -1
CCC1Cc2c(nc(N)c3c(N)nc(N4CCOCC4)c(C#N)c23)O1 (stereo not drawn)
    -39, 1, 0.8, 12, 0.3, 0.6, 2, 0.2, -5
COc1ccc(CN2CCN(CCc3ccccc3)C(CCO)C2)cc1Cn1cncn1 (stereo not drawn)
    -9, 8, -0.5, -7, 1.1, 1.2, 2, 0.5, 0

Some values from the results shown.
In FadD28 binding, COc1ccc(-c2cc(=O)c3ccccc3o2)cc1 is entered as -4.6
In BoNT A protease, Cc1cc(C)n2nc(C(=O)OCC(=O)NNC(=O)c3ccc(Cl)cc3)nc2n1 is entered as 9.9
In PrPC surface inh, COc1cc2[nH]c(=O)n(-c3ccc(C)cc3)c(=O)c2cc1OC is entered as 8

(continued)
| smiles | CCHF vOTU inh | Y pestis TopoI | FadD28 binding | PrPC surface inh | PfHsp40 rescue | TcdB inh | BoNT-F LC inh | BoNT A protease | Anthrax LF inh2 |
| --- | --- | --- | --- | --- | --- | --- | --- | --- | --- |
| COc1ccc(N2CCN(C(=O)C(NC(=O)c3c(F)cccc3F)C(C)C)CC2)cc1 (stereo not drawn) | -7 | 1 | · | -5 | 0.6 | 1.3 | -7 | 2.1 | -2 |
| COc1ccc(C(=O)C(C)OC(=O)c2cccc(S(=O)(=O)Nc3c(C)n(C)n(-c4ccccc4)c3=O)c2)cc1 (stereo not drawn) | 7 | 13 | 0.2 | 4 | 0.3 | -2.5 | -2 | 0.4 | 3 |
| CCn1nccc1C(=O)Nc1ccc(Cl)cn1 | 3 | 6 | 1.5 | 1 | 1.5 | · | 2 | -0.1 | 4 |
| CCOc1ncccc1C(=O)OCC(=O)c1ccc(Br)s1 | 25 | 18 | -1.7 | 16 | -1.2 | -4.3 | -8 | -0.2 | 0 |
| OCCNCc1cc(Br)ccc1OCc1ccc(Cl)cc1Cl | 7 | 17 | -2.8 | -8 | -0.4 | · | -9 | -0.3 | 0 |
| COC(=O)C1=C(c2ccc3ccccc3c2)C[C@@H]2CC[C@H]1N2C(=O)NCCO | -6 | 10 | -0.2 | -14 | 0.7 | 4.6 | -6 | 0.3 | 8 |
| COc1ccc(-n2cnc3cc(NCc4ccccn4)ccc32)cc1 | · | 3 | -3.2 | · | 2.9 | 1.1 | -6 | 2.1 | -3 |
| COc1ccc(-c2c(C#N)c(SCC(=O)c3cc4ccccc4oc3=O)nc(C)c2C(=O)Nc2ccccc2)cc1 | -7 | -3 | 2.1 | 2 | 0.8 | · | 0 | 0.3 | -1 |
| COc1ccc(-c2n[nH]c(=S)n2-c2ccc(C)cc2)cc1 | -7 | 4 | -1.8 | 6 | -0.7 | 1.0 | 0 | 0.6 | -2 |
| CCN(CC(=O)NCc1ccc(F)cc1)C(=O)C1CC1C (stereo not drawn) | 8 | 4 | -2.7 | -7 | 0.2 | 0.4 | 5 | 1.7 | 0 |
| COc1ccc(S(=O)(=O)N(C)CC(=O)N2CCC(C(N)=O)CC2)cc1 | 8 | 0 | -0.5 | -3 | -0.1 | 1.3 | 6 | 0.5 | -1 |
| CCN(CC)S(=O)(=O)c1ccc2oc(C(=O)N3CCCCCC3)c(C)c2c1 | 13 | 28 | -0.8 | 7 | 0.6 | · | -5 | -0.6 | -8 |
| CC(=O)Nc1cccc(-c2nnc3n2CC(C)S3)c1 (stereo not drawn) | -11 | -10 | -0.3 | 7 | -1.7 | 0.9 | -18 | ? | 1 |
| CCOc1ccccc1NC1c2ccccc2C(=O)N1c1ccc(C)cn1 (stereo not drawn) | 9 | 17 | -2.3 | -2 | -1.7 | 2.3 | 2 | -0.3 | -2 |
| CC(C)C[C@@H](CNCC(=O)[C@H](C)NC(=O)c1[nH]cnc1C(=O)N[C@H](CN)CC(C)C)NC(=O)c1nc[nH]c1C(=O)N[C@@H](C)C(=O)O | -4 | 5 | -3.0 | -5 | -0.5 | -1.8 | -9 | -0.1 | 3 |
| CC(C)N1C(=S)SC(C)(C)C1n1oc(=O)n(-c2cccc(Cl)c2)c1=O (stereo not drawn) | -9 | 0 | -3.2 | 6 | -0.2 | 2.3 | -5 | -1.1 | -2 |
| CC(C)(C)C(=O)Nc1ccc2oc(-c3cc(F)c(F)cc3Cl)nc2c1 | -14 | -4 | 0.7 | -5 | 1.7 | · | -2 | -0.2 | -1 |
| CC1(C)CC(=O)C(N=Nc2ccc(S(=O)(=O)N3CCCCCC3)cc2)=C(O)C1 | 14 | 15 | -2.3 | 4 | 0.8 | · | -6 | -0.2 | -2 |
| CN(C)CCNCc1ccc(OC2CCCC2)cc1 | 1 | 1 | -2.6 | 0 | -0.1 | · | -5 | -0.4 | -2 |
| COC(=O)c1sc(NC(=O)CSc2nc3cccnc3n2C2CCCCC2)nc1C | 7 | -4 | 0.7 | -3 | -0.7 | · | -4 | 0.6 | 0 |
| CCN(CC)c1ccc(N=Cc2c(O)n(-c3ccc(Cl)cc3)c(=O)[nH]c2=O)cc1 | 4 | 1 | -2.3 | -1 | -0.2 | · | -3 | 0.5 | -6 |
| CC(C)CN(C(=O)CC(C)c1ccccc1)c1c(N)n(Cc2ccccc2)c(=O)[nH]c1=O (stereo not drawn) | -1 | -11 | -0.1 | -8 | · | 1.7 | ? | 1.4 | 1 |

Compounds listed so far that have a thiophene ring, fused or not, in the order listed:
| smiles | CCHF vOTU inh | Y pestis TopoI | FadD28 binding | PrPC surface inh | PfHsp40 rescue | TcdB inh | BoNT-F LC inh | BoNT A protease | Anthrax LF inh2 |
| --- | --- | --- | --- | --- | --- | --- | --- | --- | --- |
| CCCn1c(SCC(=O)NC2CC2)nnc1-c1cccs1 | -7 | 12 | -4.9 | 3 | -0.8 | 0.6 | 0 | 1.7 | -1 |
| CCOc1ncccc1C(=O)OCC(=O)c1ccc(Br)s1 | 25 | 18 | -1.7 | 16 | -1.2 | -4.3 | -8 | -0.2 | 0 |

Compounds as they come, and some 2.3% of all compounds hit somewhere here.
